aSyn rescue – qHTS of alpha-syn Inhibitors; Yeast expressing alpha-synuclein, growth rescue, BacTiter-Glo, 24 h; AID 652106, 2013; 370,000 tested, 0.14% active; Potency, µM (highest dose often 46.1 µM), for the others: at the highest dose growth rescue (activation), hits mostly activators; further: potency means the concentration at half of the fitted maximal effect; % of control where 0% means no effect; nearly all actives have a fitted effect of over 65% in size
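Readout is rescue of growth in alpha-synuclein-expressing yeast, so inhibitors of toxicity appear as activators. Growth after 24 hr at 30 deg C in galactose medium is quantified by luminescence.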
EPAC1 antagonist – qHTS for Antagonist of cAMP-regulated guanine nucleotide exchange factor 3 (EPAC1): primary screen | Potency, µM (doses to about 115 µM), without a hit: at the top dose activity change, negative = inhibition, most hits filed as inhibitors | 360,000 tested, 0.14% active | Rap guanine nucleotide exchange factor 3 (Homo sapiens), O95398 | EPAC1 GEF assay, Rap1b-BODIPY-GDP exchange fluorescence;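 further: potency means the concentration at half of the fitted maximal effect; plate controls were vehicle for no effect and positive control for full effect; nearly all actives have a fitted effect of over 50% in size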
EPAC1 ag – qHTS for Agonist of cAMP-regulated guanine nucleotide exchange factor 3 (EPAC1): primary screen; AID 720707, 2013; 360,000 tested, 0.073% active; Potency, µM (doses to about 154 µM), without a hit: top-dose activation, actives largely listed as activators; EPAC1 agonist qHTS, biochemical assay; response scale: 100% = response to 6.5 mM cAMP; Rap guanine nucleotide exchange factor 3 (Homo sapiens), O95398; further: potency means the concentration at half of the fitted maximal effect; nearly all actives have a fitted effect of over 60% in size
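Nucleotide exchange by EPAC1 (100 nM) on Rap1B–BODIPY-GDP (250 nM) in the presence of 50 uM GDP is tracked fluorescently at 480/540 nm over 30 min. Signals are normalized to a 6.5 mM cAMP control.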
PI5P4K alpha inh – qHTS for Inhibitors of phosphatidylinositol 5-phosphate 4-kinase (PI5P4K) | AID 652105, 2013 | max response, % | PI5P4Kalpha enzyme, ADP-Glo luminescence, 60 min; hits give low values | 330,000 tested, 1.2% active | Phosphatidylinositol 5-phosphate 4-kinase type-2 alpha (Homo sapiens), P48426; active means max response of -50% or lower; inconclusive means between -30% and -50%; inactive means -30% or higher; further: value at the top dose of about 77 µM; on the % scale 0 is the no-effect control and ±100 the full control effect
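Human PI5P4Kalpha with substrate in 0.038 M HEPES pH 7.4, 0.28 mM EGTA, 0.1% CHAPS, 5% DMSO; reaction started with 5 microM ATP (final), 60 min at room temperature. ADP formed read by ADP-Glo luminescence.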
IL-2 act – qHTS of IL-2 Activators; IL-2 activation reporter assay, cell-based qHTS; stimulated with anti-CD3/CD4/CD28 beads; in transgenic mouse T cells; activation, % (series mostly up to about 46 µM); 360,000 tested, 0.065% active; AID 652025, 2013; in the data active means activation above about 50%; inconclusive means mostly about 30% to 49%; further: 0% is about no effect
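Unstimulated transgenic mouse T cells preincubated 60 min with compound, then stimulated with anti-CD3/anti-CD4-coated beads plus anti-CD28 for 18 h at 37 degrees C. IL-2 response read as EGFP and DsRed fluorescence by plate cytometry.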
PLK1 PBD block – qHTS for Inhibitors of PLK1-PDB (polo-like kinase 1 - polo-box domain): Primary Screen; Serine/threonine-protein kinase PLK1 (Homo sapiens), P53350; Plk1 PBD binding of FITC phosphopeptide, fluorescence polarization; Potency, µM, for the others: max response, negative = inhibition, actives largely listed as inhibitors; 360,000 tested, 2.8% active; AID 720504, 2013; further: potency means the concentration at half of the fitted maximal effect; series mostly up to about 57 µM; on the % scale 0 is the no-effect control and ±100 the full control effect; nearly all actives have a fitted effect of over 65% in size
WRN inhibitor – qHTS for Inhibitors of WRN Helicase; 360,000 tested, 0.46% active; Potency, µM (highest dose often 114 µM), for inactives: top-dose activity change, negative = inhibition, actives largely listed as inhibitors; WRN helicase unwinding, fluorescent forked duplex, kinetic; AID 651768, 2012; further: potency means the concentration at half of the fitted maximal effect; on the % scale 0 is the no-effect control and ±100 the full control effect; nearly all actives have a fitted effect of over 55% in size
Target sequence (Q14191 whole entry, looked up): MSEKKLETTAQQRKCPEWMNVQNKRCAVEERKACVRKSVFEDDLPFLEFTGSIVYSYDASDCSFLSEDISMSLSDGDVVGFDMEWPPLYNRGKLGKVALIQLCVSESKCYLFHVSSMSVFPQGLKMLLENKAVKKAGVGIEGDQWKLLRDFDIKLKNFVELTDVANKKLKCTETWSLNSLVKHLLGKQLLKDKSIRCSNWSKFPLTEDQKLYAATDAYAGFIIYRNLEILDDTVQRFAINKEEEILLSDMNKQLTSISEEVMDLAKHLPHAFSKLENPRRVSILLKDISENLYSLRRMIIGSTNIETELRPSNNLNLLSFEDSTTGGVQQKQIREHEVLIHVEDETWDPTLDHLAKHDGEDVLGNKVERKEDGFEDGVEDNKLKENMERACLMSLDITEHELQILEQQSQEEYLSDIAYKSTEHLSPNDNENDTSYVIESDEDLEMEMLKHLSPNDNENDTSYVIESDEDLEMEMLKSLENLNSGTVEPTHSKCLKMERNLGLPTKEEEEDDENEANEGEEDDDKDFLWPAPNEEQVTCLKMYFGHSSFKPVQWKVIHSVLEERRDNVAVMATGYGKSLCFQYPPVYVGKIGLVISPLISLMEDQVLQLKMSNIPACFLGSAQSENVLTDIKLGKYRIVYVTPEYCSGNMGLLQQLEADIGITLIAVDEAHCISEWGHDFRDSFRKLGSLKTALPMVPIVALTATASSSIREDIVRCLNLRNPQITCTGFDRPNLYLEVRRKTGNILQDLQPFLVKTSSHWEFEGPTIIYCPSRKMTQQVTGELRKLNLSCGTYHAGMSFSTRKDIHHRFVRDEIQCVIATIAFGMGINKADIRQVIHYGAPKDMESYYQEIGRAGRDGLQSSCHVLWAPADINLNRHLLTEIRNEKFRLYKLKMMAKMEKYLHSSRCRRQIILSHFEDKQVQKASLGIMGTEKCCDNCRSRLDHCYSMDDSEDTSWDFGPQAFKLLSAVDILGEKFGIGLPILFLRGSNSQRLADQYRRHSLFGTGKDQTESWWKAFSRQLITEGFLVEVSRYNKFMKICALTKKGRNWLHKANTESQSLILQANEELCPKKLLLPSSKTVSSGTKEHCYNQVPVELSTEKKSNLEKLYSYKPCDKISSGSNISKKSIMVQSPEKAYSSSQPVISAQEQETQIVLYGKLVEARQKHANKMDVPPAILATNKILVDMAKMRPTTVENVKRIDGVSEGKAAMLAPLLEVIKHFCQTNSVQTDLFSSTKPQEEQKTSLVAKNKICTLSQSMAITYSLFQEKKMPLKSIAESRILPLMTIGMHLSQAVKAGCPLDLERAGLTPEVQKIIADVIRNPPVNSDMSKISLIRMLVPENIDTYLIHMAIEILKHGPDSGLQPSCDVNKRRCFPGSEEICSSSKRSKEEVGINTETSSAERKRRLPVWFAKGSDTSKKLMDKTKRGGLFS
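Kinetic red-fluorescence monitoring (525/598 nm) tracks WRN helicase activity after 100 nM fluorophore-quencher forked duplex and 2 mM ATP are added to 20 nM enzyme pretreated 15 min at room temperature with compound.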
Abeta rescue – qHTS for compounds that reverse cellular toxicity of Amyloid beta (A-beta) peptide in yeast: Primary Screen; yeast expressing A-beta42, growth rescue, OD600, 48 h; response scale: 0% DMSO, 100% iron-clioquinol control; Potency, µM (series often up to 46.1 µM), for the others: top-dose growth rescue, most hits filed as activators; 410,000 tested, 0.063% active; AID 1347071, 2019; further: potency means the concentration at half of the fitted maximal effect; nearly all actives have a fitted effect of over 55% in size
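Growth rescue measured by 600 nm absorbance after 48 h yeast culture at 30 C with compound. Values normalized between DMSO and an equimolar ferric chloride plus clioquinol control.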
FUS yeast rescue – qHTS for Suppressors of FUS Proteinopathy: Primary screen using FUS-linked yeast assay. 390,000 tested, 0.24% active. S. cerevisiae FUS-expressing, growth rescue, OD600, 24 h. Potency, µM (highest dose often 76.6 µM), for inactives: at the highest dose growth rescue (activation), usual class: activators;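 further: potency means the concentration at half of the fitted maximal effect; plate controls were DMSO vehicle for no effect and reference control for full effect; nearly all actives have a fitted effect of over 55% in size; some results filed as inactive show a strong effect at the top dose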
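S. cerevisiae expressing FUS from galactose induction served as the toxicity model. Growth after 24hr at 30C, read as absorbance at 600 nm, indicates suppression of toxicity; compounds dosed at several concentrations.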
* hit, by the source's call; ? = inconclusive; · = no result given; & = joins results of further samples; [ ] = another dose, or the depositor's remark. Unless noted, the call rests on the fitted dose curve; in most records, active means well fitted curve in the direction sought with a large enough effect; inconclusive means small, poorly fitted or top-dose-only effect, or another doubt; inactive means no such curve, though single readings can be large; an effect the other way counts as inactive or inconclusive.

SMILES	aSyn rescue	EPAC1 antagonist	EPAC1 ag	PI5P4K alpha inh	IL-2 act	PLK1 PBD block	WRN inhibitor	Abeta rescue	FUS yeast rescue
COc1ccc(/C(O)=C2/C(=O)C(=O)N(CCN3CCOCC3)C2c2ccc(C)cc2)cc1 (stereo not drawn)	1%	2%	-4%	·	-1.9	-6%	-10%	-4%	10%
Nc1nc2c(s1)CCCCCCCCCC2	-5%	-4%	10%	-6	0.7	-11%	-5%	1%	25%
CC(=O)Nc1nc2ccccc2n1CCN(C)C	-1%	-12%	2%	1	0.3	-1%	-21%	-2%	-4%
COc1cccc(CNC(=O)C2CCN(S(=O)(=O)c3ccc(-n4cnnn4)cc3)CC2)c1	-1%	6%	-5%	3	1.6	-1%	8%	-1%	11%
O=C(Nc1ccccc1)C1C2/C=C\CCCCC21 (stereo not drawn)	-2%	4%	-2%	-1	1.6	27µM*	2%	-7%	-23%
CC(=O)c1ccc(N2CCN(CC(=O)NC(=O)NCc3ccccc3)CC2)cc1	?	-3%	3%	-1	-0.1	4%	10%	2%	19%
C[C@H](CO)N1C[C@H](C)[C@@H](CN(C)S(=O)(=O)c2cccs2)Oc2c(NC(=O)Nc3ccccc3)cccc2C1=O	1%	-24%	-5%	5	-0.1	-3%	-11%	0%	?
O=S(=O)(NCc1ccccc1Cl)c1ccc(-n2cccn2)cc1	-3%	-7%	-3%	-6	-0.5	-16%	0%[57.1 µM]	-3%	10%
Cc1ccc(S(=O)(=O)NCCCNS(=O)(=O)c2ccccc2Br)cc1	2%	-1%	-2%	0	1.5	3%	-2%	0%	17%
CC(=O)c1ccc(-c2ccc(C(=O)N3CCC(C(N)=O)CC3)o2)cc1	-2%	20%	0%	-4	-4.4	-2%	19%	-13%	0%
C[C@@H](NC(=O)[C@@H]1Cc2ccccc2CN1C(=O)OC(C)(C)C)C(=O)NC1CCCC1	-8%	0%	9%	3	-1.5	30µM*	-1%	12%	10%
NC(=O)CSc1nc2c(c(=O)n1-c1ccccc1)C1(CCCCC1)Cc1ccccc1-2	-8%	?	-1%	3	-0.3	-16%	1%	-8%	26%
CCCSc1cc(N2CCCC2)nc(-c2ccccc2)n1	-6%	6%	-4%	20	0.0	-3%	0%	22%	-14%
Cc1cn2c(nc1=O)OC1CC2OC1CO (stereo not drawn)	0%	-3%	10%	9	-0.6	-7%	-9%	-7%	-10%
O=C(NNC(=O)C12CC3CC(CC(Cl)(C3)C1)C2)c1ccncc1	-3%	-2%	-31%[inhibitor]	-5	1.1	-9%	-13%	8%	15%
COc1ccc(-n2nc3c(N4CCC(C(=O)NCc5ccccc5C)CC4)nnc(C)c3c2C)cc1	-1%	?	-7%	1	-4.1	-10%	-7%[11.6 µM]	2%&-18%	-12%&19%
Cc1ccc2occ(/C=N/O)c(=O)c2c1	19%	-21%	-13%	-10	2.7	-16%	-8%	-91%[inhibitor]	-112%[inhibitor]
CC(=O)N(/N=C1\Sc2ccccc2C1=O)c1cccc(C)c1	3%	7%	14%	1	-4.6	-5%	-13%[11.6 µM]	0%	·
Cc1nc2ccccc2c(=O)n1NC(=O)C1CCCCC1	-8%	-5%	7%	·	0.3	-3%	-8%	13%	-15%
O=C(NN=C1CCCC1)c1ccc(O)cc1O	1%	10%	13%	-7	1.2	4%	-1%[11.6 µM]	8%	21%
O=C(Cn1nnc(-c2cccs2)n1)NCc1ccccc1	-1%	-19%	-4%	5	1.4	-14%	-32%	10%	·
O=C(NCCc1c[nH]c2ccccc12)c1cnccn1	0%	-17%	1%	1	-2.9	6%	2%[57.1 µM]	4%	13%
CCC1CCCCN1CCCNC(=O)c1ccc(CS(=O)(=O)c2ccccc2C)o1 (stereo not drawn)	-4%	-10%	19%	0	-2.0	?	-7%	-3%	6%
Cc1nc2sc(C(c3ccccc3)N3CCN(c4ccccc4F)CC3)c(O)n2n1 (stereo not drawn)	-3%	0%	0%	1	-1.4	-5%	-18%	-10%	26%
CCOC(=O)C1CN(S(=O)(=O)c2ccc(C)cc2)C1	-4%	13%	-6%	-1	-2.8	-3%	13%	0%	-8%

The last 2 compounds of the section before open the next one:
SMILES	aSyn rescue	EPAC1 antagonist	EPAC1 ag	PI5P4K alpha inh	IL-2 act	PLK1 PBD block	WRN inhibitor	Abeta rescue	FUS yeast rescue
Cc1nc2sc(C(c3ccccc3)N3CCN(c4ccccc4F)CC3)c(O)n2n1 (stereo not drawn)	-3%	0%	0%	1	-1.4	-5%	-18%	-10%	26%
CCOC(=O)C1CN(S(=O)(=O)c2ccc(C)cc2)C1	-4%	13%	-6%	-1	-2.8	-3%	13%	0%	-8%
Cc1c(CCCl)c(Cl)n2c(nc3ccccc32)c1C#N	2%	?	3%	-1	-0.6	-18%	-6%	-27%	·
O=C1CCCc2c1nc(-c1ccc(F)cc1)n2O	-1%	-8%	-4%	3	3.0	2%	-4%	7%	6%
CC(=O)C1C(c2ccccc2Cl)NC(=O)NC1(O)C(F)(F)F (stereo not drawn)	0%	-22%	-12%	2	2.1	5%	2%	-10%	-23%
COc1cccc(CNC(=O)CCC2CCCN(c3cc(C)nc(N4CCCC4)n3)C2)c1 (stereo not drawn)	-7%	3%	-8%	3	1.8	-8%	14%[57.1 µM]	-8%	4%
COc1ccc(-c2c(C(F)(F)F)oc3cc(OCC(=O)Nc4ccccc4C(F)(F)F)ccc3c2=O)cc1OC	6%	-11%	1%	15	-0.2	-8%	3%	15%	·
O=C(N/N=C/c1ccc([N+](=O)[O-])o1)c1cn(-c2ccccc2)nc1-c1ccccc1	6%	4%	0%	-11	-1.9	-7%	-27%[57.1 µM]	-4%	31%
Cc1cc(C)cc(Oc2coc3cc(O)ccc3c2=O)c1	-5%	-6%	4%	-2	0.3	0%	-1%	?	-8%
CCC1(CC)Cc2ccccc2-c2nc(CN(C)C)[nH]c(=O)c21	-16%	-19%	5%	-4	-0.6	?	2%	-5%	11%
Cc1ccc(NC(=O)CN(C)C(=O)COC(=O)[C@@H](NC(=O)c2ccccc2F)C(C)C)cc1	-1%	4%	-10%	0	-0.1	4%	2%	-6%	37%
Cn1c(=O)oc2cc(S(=O)(=O)NC3CCCCCCC3)ccc21	24%	-4%	0%	2	-2.6	-3%	-8%	-10%	9%
O=c1c(Cl)c(NCC2CCCO2)cnn1C12CC3CC(CC(C3)C1)C2 (stereo not drawn)	-3%	-10%	-4%	1	0.5	-12%	-6%	-1%	-1%
CC(=O)Nc1ccc(-c2ccnc3c2CC(C)(C(=O)NCc2ccco2)O3)cc1 (stereo not drawn)	-1%	-12%	-1%	-4	-0.7	-3%	3%	0%	-17%
CCOc1ccc(/C(O)=C2\C(=O)C(=O)N(CCOCCO)C2c2ccccc2OC)cc1 (stereo not drawn)	4%	-7%	5%	·	-0.2	-8%	0%	-12%	18%
Cc1ccc(S(=O)(=O)N(C)c2c(C)ccc(S(N)(=O)=O)c2C)cc1	2%	-24%	-4%	-6	0.0	-18%	-4%	-9%	-14%
COc1ccc(-c2noc(C(C)NS(=O)(=O)c3ccc(NC(C)=O)cc3)n2)cc1 (stereo not drawn)	-30%[inhibitor]	-8%	7%	5	-4.0	4%	-2%	-6%	11%
OC(Cc1cccc(C=NN2CCOCC2)n1)(C(F)(F)F)C(F)(F)F	0%	-6%	-10%	2	2.1	0%	-4%	8%	12%
Nc1nonc1-c1nc2ccccc2n1Cc1ccc(F)cc1	4%	-5%	12%	3	0.8	1%	4%	-9%	22%
C=CCOC(=O)c1ccc(N2CCN(c3ccccc3)CC2)nc1	-4%	-2%	10%	24	-0.5	-2%	6%	-3%	1%
CCOc1cc(NC(=O)C2CC2)c(OCC)cc1NC(=O)c1cc(OC)c(OC)c(OC)c1	0%	-11%	-6%	1	-0.5	-1%	-2%	7%	24%

Structures listed so far marked active in PLK1 PBD block:
mol	EPAC1 antagonist	PI5P4K alpha inh	IL-2 act	PLK1 PBD block	WRN inhibitor
O=C(Nc1ccccc1)C1C2/C=C\CCCCC21 (stereo not drawn)	4%	-1	1.6	27µM*	2%
C[C@@H](NC(=O)[C@@H]1Cc2ccccc2CN1C(=O)OC(C)(C)C)C(=O)NC1CCCC1	0%	3	-1.5	30µM*	-1%

Single values from the entries so far:
WRN inhibitor result of Nc1nc2c(s1)CCCCCCCCCC2 = -5%
aSyn rescue result of Cn1c(=O)oc2cc(S(=O)(=O)NC3CCCCCCC3)ccc21 = 24%

Screening results as filed in PubChem BioAssay.

Not a hit list, and some 4.1% of all compounds hit somewhere here.
